From PubChem
HT1080 IDH1KD tx: qHTS for induction of synthetic lethality in tumor cells producing 2HG: qHTS for the HT-1080-IDH1KD cell line | HT-1080 IDH1 knockdown viability, ATP luminescence, 48 h | AID 686971, 2013 | 360,000 compounds, 2% hits | Potency, µM (highest dose often 46.1 µM), for the others: at the top dose activity, negative = toxicity, most hits filed as cytotoxic;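 also: potency is read from the fitted curve at half-maximal effect; 0% = DMSO wells and -100% = cell-free medium wells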
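After a 2 h attachment period, IDH1KD HT-1080 cells took pin-transferred compound for 48 h at 37 °C; ATP-based luminescence after 10 min room-temperature reagent incubation reported viability.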
DRD3 antagonist: qHTS of D3 Dopamine Receptor Antagonist: qHTS. D(3) dopamine receptor (Homo sapiens), P35462. D3R cells, DiscoveRx beta-arrestin luminescence, antagonist mode; hits give low values. max response, negative = inhibition, %. 360,000 compounds, 2.5% hits. AID 652054, 2013; in the data active = max response below about -50%; inconclusive = no clear call, values can overlap the other calls; also: % is scaled to controls: 0 for no effect and ±100 for the full control effect; mostly tested at two doses, the higher about 12 µM
Target sequence (P35462 whole entry, looked up): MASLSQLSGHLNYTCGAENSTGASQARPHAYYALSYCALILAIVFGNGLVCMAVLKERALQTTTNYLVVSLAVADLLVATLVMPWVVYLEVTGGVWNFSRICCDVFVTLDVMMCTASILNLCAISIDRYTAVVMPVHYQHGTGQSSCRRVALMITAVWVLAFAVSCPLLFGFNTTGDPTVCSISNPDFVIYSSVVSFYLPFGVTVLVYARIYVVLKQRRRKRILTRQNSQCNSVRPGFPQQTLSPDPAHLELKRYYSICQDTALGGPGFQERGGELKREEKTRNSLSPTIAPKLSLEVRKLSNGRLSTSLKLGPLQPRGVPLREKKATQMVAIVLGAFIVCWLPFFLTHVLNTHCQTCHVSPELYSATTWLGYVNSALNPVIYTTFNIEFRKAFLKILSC
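Cells plated overnight at 1500 cells/well, then exposed to library compounds with dopamine controls for 90 minutes at 37 degrees C. DiscoveRx reagent added for 30–60 minutes at room temperature; luminescence read, quantitative HTS format.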
KB-V1 MDR tox: qHTS assay for MDR1-selective chemotherapeutics: Primary screen using the drug-selected MDR subline cells KB-V1. 400,000 compounds, 3.4% hits. Potency, µM (series often up to 46.1 µM), for inactives: top-dose activity change, negative = cytotoxicity, most hits filed as cytotoxic. AID 1347076, 2019. KB-V1 MDR cells viability, CellTiter-Glo, 72 h; also: potency is read from the fitted curve at half-maximal effect; % is scaled to controls: 0 for no effect and ±100 for the full control effect; nearly all actives have a fitted effect of over 60% in size
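Compound-treated KB-V1 multidrug-resistant cells, 72 h, 37 degrees C; viability by CellTiter-Glo. Fitted qHTS curves give the values.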
SW480 rerep: A quantitative high throughput screen for small molecules that induce DNA re-replication in SW480 colon adenocarcinoma cells; SW480 DNA re-replication, Hoechst DNA content imaging, 48 h; Potency, µM (top dose mostly 46.1 µM), inactives show at the top dose re-replication activation, usual class: activators; 340,000 compounds, 1.8% hits; AID 624297, 2012; also: potency is read from the fitted curve at half-maximal effect; % of control where 0% means no effect; nearly all actives have a fitted effect of over 55% in size
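Hoechst fluorescence of nuclei (405 nm excitation, 500-530 nm emission) measured by plate-scanning imager after 48 hr compound exposure at 37 C; re-replication scored as increased number of nuclei with elevated intensity.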
IL-1B inflam inh: qHTS for Inhibitors of Inflammasome Signaling: IL-1-beta AlphaLISA Primary Screen; THP-1 LPS/ATP IL-1B secretion, AlphaLISA, 16 h; hits give low values; activity change, % at 57.5 µM; 360,000 compounds, 4.7% hits; in the data active = activity change below about -50%; inconclusive = mostly about -30% to -49%; also: % is scaled to controls: 0 for no effect and ±100 for the full control effect
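THP-1 cells pretreated 1 hr with compounds (up to 57.5 uM final), then stimulated with LPS (250 ng/mL final) plus ATP (1.25 mM final); secreted IL-1B measured by AlphaLISA after 16 hr, decreased signal indicating inhibition.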
KB-3-1 cytotox: qHTS assay for MDR1-selective chemotherapeutics: Primary screen using the parental adenocarcinoma cell KB-3-1 | AID 1347075, 2019 | Potency, µM (titrated, usually from 46.1 µM), for the others: top-dose activity change, negative = cytotoxic, actives largely listed as cytotoxic | 400,000 compounds, 1.4% hits | KB-3-1 viability, CellTiter-Glo ATP luminescence, 72 h; also: potency is read from the fitted curve at half-maximal effect; % is scaled to controls: 0 for no effect and ±100 for the full control effect; nearly all actives have a fitted effect of over 60% in size
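72 h, 37 °C compound treatment of KB-3-1 parental cells; CellTiter-Glo added, 10 min, luminescence read. Data corrected against DMSO-only plates and normalized before curve fitting.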
HT1080-NT tox: qHTS for induction of synthetic lethality in tumor cells producing 2HG: qHTS for the HT-1080-NT fibrosarcoma cell line. HT-1080-NT fibrosarcoma viability, CellTiter-Glo ATP luminescence, 48 h. Potency, µM (doses to about 46.1 µM), inactives show at the top dose activity, negative = less viability, most hits filed as cytotoxic. 360,000 compounds, 1.6% hits. AID 686970, 2013;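 also: NT is the 2HG producing partner of a matched IDH1 knockdown line; potency is read from the fitted curve at half-maximal effect; 0% = DMSO-treated cells and -100% = media-only wells without cells; nearly all actives have a fitted effect of over 55% in size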
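HT-1080-NT fibrosarcoma cells (2HG-overproducing), 750 cells/well in RPMI with 5% FBS, dosed after 2 h and incubated 48 h at 37C. CellTiter-Glo luminescence normalized to DMSO and no-cell wells; concentration-response curves fitted and classed.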
GLP-1R agonist: qHTS of GLP-1 Receptor Agonists | Glucagon-like peptide 1 receptor (Homo sapiens), P43220 | HEK293 GLP-1R CRE-luciferase, luminescence, 4-6 h; cells express a hypersensitive GLP-1R form | 380,000 compounds, 0.007% hits | AID 624172, 2012 | Potency, µM (highest dose often 45.6 µM), for inactives: at the top dose activation, usual class: activators; also: potency is read from the fitted curve at half-maximal effect; % of control where 0% means no effect
Target sequence (P43220 whole entry, looked up): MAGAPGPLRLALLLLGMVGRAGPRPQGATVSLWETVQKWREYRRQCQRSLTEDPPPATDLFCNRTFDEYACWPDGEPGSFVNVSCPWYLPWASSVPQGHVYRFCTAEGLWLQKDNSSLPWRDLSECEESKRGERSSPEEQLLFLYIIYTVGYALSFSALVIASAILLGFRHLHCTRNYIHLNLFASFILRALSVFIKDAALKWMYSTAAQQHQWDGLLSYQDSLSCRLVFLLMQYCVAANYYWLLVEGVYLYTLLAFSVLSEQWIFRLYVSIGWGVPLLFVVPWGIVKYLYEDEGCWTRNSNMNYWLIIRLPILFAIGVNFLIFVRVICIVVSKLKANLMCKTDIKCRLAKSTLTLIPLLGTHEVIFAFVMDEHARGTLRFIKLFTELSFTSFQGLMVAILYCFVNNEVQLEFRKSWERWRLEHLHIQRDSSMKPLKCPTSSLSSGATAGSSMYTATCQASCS
DRD3 agonist: qHTS of D3 Dopamine Receptor Agonist: qHTS. 410,000 compounds, 0.58% hits. D3R DiscoveRx beta-arrestin cells, luminescence, 90 min. AID 652048, 2013. max activation, %. D(3) dopamine receptor (Homo sapiens), P35462; in the data active = max activation above about 30%; also: 0% is about no effect; mostly tested at two doses, the higher about 12 µM
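Cells at 1500/well, incubated overnight, then treated with pinned compounds (dopamine as control) for 90 min at 37 degrees C. DiscoveRx reagent added for 30 - 60 minutes at room temperature; luminescence read.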
* marks the source's active call; other numbers are inactive results; i = inactive; ? = inconclusive; . = no result given; & = joins results of further samples; [ ] = remark or other dose. Unless noted, calls follow the shape of the dose curve; as a rule, active = well fitted curve in the direction sought with a large enough effect; inconclusive = small, poorly fitted or top-dose-only effect, or another doubt; inactive = no such curve, though single readings can be large; an effect the other way counts as inactive or inconclusive.

molecule,KB-3-1 cytotox,HT1080 IDH1KD tx,DRD3 agonist,IL-1B inflam inh,HT1080-NT tox,DRD3 antagonist,KB-V1 MDR tox,SW480 rerep,GLP-1R agonist
CCN(CC)c1ccc(CNc2ccc3c(c2)ncn3C(C)(C)C)cc1,10%,-23%,1,-24,-5%,10,43%,-2%,26%
COC(=O)c1ccc(COC(=O)c2ccc(N(C)C)cc2)cc1,-5%,23%[9.24 µM],2,-7,5%,7,12%,?,9%
O=C(O)c1ccccc1NC1CCCCC1NS(=O)(=O)c1ccccc1 (centres undefined),15%,0%,-2,0,-6%,11,18%,32%,-6%
CCOC(=O)c1cc(NC(=O)N2CCCCC2)c(C)nc1C,10%,1%,0,-2,-3%,4,4%,2%[9.22 µM],-10%
CCC1Oc2ccc(C)cc2N(CC(=O)N2CCOCC2)C1=O (centres undefined),-1%,23%,8,-1,14%,0,-8%,2%,7%
C=CCNc1nc(-c2ccccc2)c(C(=O)OCC)cc1C#N,10µM*,?,-8,0,?,-8,?,?,25%
COc1cccc(C2/C(=C(/O)c3ccc4c(c3)CC(C)O4)C(=O)C(=O)N2c2nnc(C)s2)c1 (centres undefined),-8%,11%,1,0,7%,5,?,5%,-1%
C[C@H](CO)N1C[C@H](C)[C@@H](CN(C)S(=O)(=O)c2ccccc2)Oc2ccc(NC(=O)CCN3CCOCC3)cc2C1=O,3%,1%,12,10,3%,4,2%,1%,5%
Cc1ccccc1-n1c(SCC(=O)N2CCCCC2)nc(O)cc1=O,.,12%,3,6,12%,27,.,3%,-1%
CNC(=O)/C(C#N)=C/c1c(N2CCCCCC2)nc2ccccn2c1=O,0%,1%,1,-26,4%,6,25%,?,7%
Cc1cc(N/C=C\C(=O)c2ccc(Cl)c(Cl)c2)no1,-1%,-3%,-4,-27,-3%,-5,-6%,8%,-16%
COc1cc2cc(CN(CCc3cccc(C)c3)C(=S)NCCCN(C)C)c(=O)[nH]c2cc1OC,11%,0%,-2,?,-14%,8,-24%,?,-11%
Brc1ccc(-c2nc3ccccc3s2)s1,3%,-11%,-14,0,-3%,-2,9%,5%,9%
Cc1c(C(=O)N2CCc3ccccc32)oc2ccccc12,-7%,-1%,5,6,-8%,5,18µM*,19%,9%
Cc1nn2c(-c3ccc(F)cc3)ccnc2c1Cl,0%,-26%,10,6,-14%,8,-18%,2%,7%
COc1cccc(CN2CC(C(=O)NC3(c4ccccc4)CC3)CCC2=O)c1 (centres undefined),18%,19%,4,i,7%,-8,-7%,-12%,12%
Cc1ccc(-c2n[nH]c(=O)c3ccccc23)cc1S(=O)(=O)NCCO,-2%,-12%,-7,30,-2%,-4,7%,-4%,11%
Cc1ccc(Nc2c(-c3ccccc3O)nc3ncccn23)cc1,-21%,0%,-5,-12,0%,9,2%,1%,-2%
COc1ccc(/C=C/C(=O)OCC(=O)NC2CCCC2)cc1,13%,0%,1,-10,5%[9.24 µM],10,0%,-11%,5%
CCOc1ccc(NC(=O)Nc2c(C)n(C)n(-c3ccccc3)c2=O)cc1,0%&-5%,6%,20&1,3,6%,0,-2%&34%,?,-5%&-4%
COc1ccc(CCNC(=O)c2ccc(=O)[nH]c2)cc1OC,5%,14%,11,21,5%,19,20%,-4%,5%
CC(C)C(=O)Nc1nnc(CCc2ccccc2)s1,-8%,-1%,4,-22,0%,2,-1%,-5%,13%
Cc1ccc(C)c(Nc2ccc3nonc3c2[N+](=O)[O-])c1,-4%,-7%,-1,23,-2%,-10,0%,-12%,13%
Cc1cc(C)n(-c2nc(C)nc(N)n2)n1,13%,24%,-4,14,19%,-15,2%,-21%,-3%
CN(C(=O)c1cnc2n(c1=O)CCS2)C1CCCCC1,-16%,1%,-1,4,-2%,-22,7%,5%,-1%
COc1cc(OC)cc(C(=O)Nn2cc(C(=O)N3CCN(C)CC3)c3ccccc3c2=O)c1,19%,14%,4,7,17%,8,5%,-1%,0%
CSc1sc(C(=O)N2CCCCC2)c(-c2cccs2)c1C#N,-11%,7%,3,.,2%,7,?,-48%[inhibitor],11%
CC(Oc1ccc(Cl)cc1Cl)c1nc(-c2ccccn2)no1 (centres undefined),25%,8%,-3,-17,?,6,?,0%,21%
COc1cccc(C(=O)Nc2ccccc2N2CCCC2)c1,10%,0%,-2,-18,3%,-15,?,-3%,1%
COc1ccc(OC)c(/C=C2\SC(=S)N(NS(=O)(=O)c3ccccc3)C2=O)c1,-4%,4%,3,9,5%,-22,-13%,2%,-2%
CC12C(=O)N(c3ccc(OC(=O)c4ccco4)cc3)C(=O)C1C1c3ccccc3C2c2ccccc21 (centres undefined),-25%,-7%,2,9,-12%,17,1%,3%,9%
Fc1ccccc1/C=N/Nc1nc2ccccc2o1,2%,22%,-11,-9,23%,0,19%,0%,-2%
CCC(C)c1ccccc1NC(=S)Nc1cccnc1 (centres undefined),1%,8%,9,17,-16%,?,9%,-6%,-8%
COc1cc2c(cc1OC)CN(CC(=O)NC(=O)NC1CCCCC1)CC2,2%,10%,3,9,1%,16,?,-4%,6%
CCOC(=O)c1cc(NC(=O)Nc2nc3ccccc3s2)c(C)nc1C,24%,?,2,10,?,6,?,-8%,-4%
COc1ccc(/C=C/C(=O)N(C(C)C)C(C)C)cc1Br,0%,?,-2,-26,12%,8,3%,2%,20%
C[N+](C)(C)CCOC(N)=O,0%,15%,7&12,19,?,12,?,?,17%&22%
COC(=O)c1cc(-c2ccc(OC)cc2)n[nH]1,13%,2%,5,6,22%,21,14%,5%,2%
NS(=O)(=O)c1ccc(NC(=O)c2ccc(S(=O)(=O)N3CCCCCC3)cc2)cc1,12%,0%,1,-6,-8%,20,25%,-5%,1%
COc1cc(OC)cc(-c2noc([C@@H]3O[C@H](CO)[C@@H](O)[C@H]3O)n2)c1,0%,11%,8,-2,24%,51,4%,.,0%
O=C(CNC(=O)c1ccc2c(c1)OCO2)NCCOc1ccc(Cl)cc1,-1%,3%,1,11,-1%,11,9%,-1%,4%
COc1cccc(/C=N/Nc2nc(Nc3ccccc3)nc(-n3nc(C)cc3C)n2)c1O,5.2µM*,7.3µM*,-46,0,6.5µM*,-141*,?,5.8µM*,-17%
COc1cc(OC)c(NC(=O)Cn2c(=O)nc(-c3ccccc3)c3ccccc32)cc1Cl,11%,.,11,.,.,.,41%,.,-5%
COC(=O)c1cc(S(=O)(=O)Nc2cc(OC)cc(OC)c2)cn1C,0%,-13%,-2,5,-3%,0,-5%,-1%,0%
COC(=O)N/N=C1\CCCc2c(C)cc(C)cc21,10%,21%,3,-10,18%,3,3%,-11%,1%
Cc1csc(NC(=O)C2CCCN(S(=O)(=O)c3ccc4c(c3)oc(=O)n4C)C2)n1 (centres undefined),?,0%,11,9,15%,1,8%,-12%,5%
CSc1ncccc1C(=O)OCC(=O)NCCCc1ccccc1,2%,-2%,-20,19,4%,9,-24%,-7%,14%
CN(C)C(CNC(=O)c1ccc2ccccc2c1)c1ccco1 (centres undefined),22%,16%,-30,-5,4%,-24,-29%,3%,1%
CNC(=O)OC1CC2CC1[C@H]1CCCCN1C2=O (some centres undefined),20%,7%,2,20,4%,10,0%,.,4%
COc1cccc(N=Nc2c(=O)[nH]n3c(=O)c4c([nH]c23)CCC4)c1,5%,6%,-7,-1,2%,-5,17%,-3%,-3%

Additional records.
molecule,KB-3-1 cytotox,HT1080 IDH1KD tx,DRD3 agonist,IL-1B inflam inh,HT1080-NT tox,DRD3 antagonist,KB-V1 MDR tox,SW480 rerep,GLP-1R agonist
CCCCN(C(C)=O)c1ccc2c(c1)C1CC2CCN1C(=O)OCc1ccccc1 (centres undefined),0%,-24%,21,6,-14%,-9,0%,?,3%
CC1C(=O)N(Cc2cn(CCC3OCCCO3)nn2)CCS(=O)(=O)N1Cc1ccc(-c2ccncc2)cc1 (centres undefined),9%,-3%,-9,-6,-6%,-17,-2%,.,11%
Cc1[nH]c2ccccc2c(=O)c1C(=O)/C=C/c1ccccc1,?,?,-5,-101*,-4%,?,15µM*,?,-5%
CC(=O)N1CCOc2ccc(S(=O)(=O)NCCc3ccccc3)cc21,?,-1%,-7,1,-2%,-26,1%,0%,-4%

Random draw from the library; 12% or so of the library scored in one or more.
